RGS12 GoLoco inh: inhibitors of human Gai1-RGS12 GoLoco interaction (red fluorophore). Gai1:RGS12 GoLoco peptide FP, rhodamine, 10 min. Potency, µM (highest dose often 61.6 µM), inactives show at the top dose activity, negative = inhibition, most hits filed as inhibitors. 230,000 compounds, 0.44% hits; active means well fitted inhibition curve with a large enough effect, not every such curve was filed as active; inactive means no such curve, though single readings can be large or run the other way; further: on the % scale 0 is the no-effect control and ±100 the full control effect; nearly all actives have a fitted effect of over 30% in size; many of its hits are not listed in these tables
Target sequence (P63096 whole entry, looked up): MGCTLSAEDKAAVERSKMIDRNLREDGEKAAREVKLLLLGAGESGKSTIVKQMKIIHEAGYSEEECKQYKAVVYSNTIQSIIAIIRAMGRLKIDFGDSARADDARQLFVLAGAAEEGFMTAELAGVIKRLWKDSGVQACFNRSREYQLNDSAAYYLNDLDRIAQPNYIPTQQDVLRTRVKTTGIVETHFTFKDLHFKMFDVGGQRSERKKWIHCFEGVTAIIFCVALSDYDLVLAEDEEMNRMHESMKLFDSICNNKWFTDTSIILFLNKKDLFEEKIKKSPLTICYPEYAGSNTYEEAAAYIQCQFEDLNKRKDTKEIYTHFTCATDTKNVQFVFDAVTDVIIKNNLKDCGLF
GAA inh: inhibitors of human lysosomal alpha-glucosidase; purified human GAA, 4-MU-alpha-glucoside fluorescence; Potency, µM (doses to about 76.9 µM), for the others: top-dose activity change, negative = inhibition, actives largely listed as inhibitors; AID 1466; P10253; 200,000 compounds, 0.005% hits;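 further: plate controls were uninhibited enzyme wells for no effect and no-enzyme background for full effect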
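Endpoint fluorogenic read: 20 min room-temperature reaction of 4 nM human alpha-glucosidase with 400 uM 4-methylumbelliferyl-alpha-D-pyranoside, pH 5.0, quenched with 1M NaOH/1M glycine pH 10. AC50 from Hill modeling.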
GLA spleen mod: alpha-galactosidase A (human) modulation; P06280; human spleen homogenate, 4MU-alpha-Gal fluorescence, 40 min; Potency, µM (doses to about 80 µM), for inactives: at the top dose activity change, negative = inhibition, most hits filed as inhibitors; 240,000 compounds, 0.008% hits;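 further: 0% = enzyme with vehicle and -100% = no enzyme basal signal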
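Inhibition or activation of alpha-galactosidase in human spleen homogenate is scored by 4-MU fluorescence after 40 min at 37C, pH 5.0, with 1 mM substrate. AC50s come from concentration-response fitted to the Hill equation.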
GAA glycogen: inhibitors or activators of human alpha-glucosidase glycogen cleavage; P10253; recombinant GAA, glycogen substrate, Amplex Red glucose oxidase fluorescence; Potency, µM (titrated, usually from 76.4 µM), without a hit: at the top dose activity change, negative = inhibition, most hits filed as inhibitors; 300,000 compounds, 0.38% hits; AID 2100;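 further: 0% = full enzyme reaction and -100% = no-enzyme basal signal; the screen sought inhibitors and activators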
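qHTS, 1536-well; enzyme 4 nM final; cpd up to 77 uM; substrate bovine liver glycogen 30 ug; 50 mM citrate/phosphate pH 5.0, 0.01% Tween-20; 37 C, 40 min; Amplex Red detection 45 min RT; Hill fit → AC50.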
ALDH1A1 inh: blocks purified human ALDH1A1 activity; P00352; Purified ALDH1A1, NADH fluorescence, propionaldehyde substrate; Potency, µM (highest dose often 75.3 µM), for the others: at the highest dose activity, negative = inhibition, usual class: inhibitors; 220,000 compounds, 7.3% hits; AID 1030; active means well fitted inhibition curve with a large enough effect, not every such curve was filed as active; inconclusive means small, poorly fitted or top-dose-only effect, or another doubt; inactive means no such curve, though single readings can be large or run the other way;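 further: plate controls were no enzyme wells and a reference inhibitor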
Target sequence (P00352 whole entry, looked up): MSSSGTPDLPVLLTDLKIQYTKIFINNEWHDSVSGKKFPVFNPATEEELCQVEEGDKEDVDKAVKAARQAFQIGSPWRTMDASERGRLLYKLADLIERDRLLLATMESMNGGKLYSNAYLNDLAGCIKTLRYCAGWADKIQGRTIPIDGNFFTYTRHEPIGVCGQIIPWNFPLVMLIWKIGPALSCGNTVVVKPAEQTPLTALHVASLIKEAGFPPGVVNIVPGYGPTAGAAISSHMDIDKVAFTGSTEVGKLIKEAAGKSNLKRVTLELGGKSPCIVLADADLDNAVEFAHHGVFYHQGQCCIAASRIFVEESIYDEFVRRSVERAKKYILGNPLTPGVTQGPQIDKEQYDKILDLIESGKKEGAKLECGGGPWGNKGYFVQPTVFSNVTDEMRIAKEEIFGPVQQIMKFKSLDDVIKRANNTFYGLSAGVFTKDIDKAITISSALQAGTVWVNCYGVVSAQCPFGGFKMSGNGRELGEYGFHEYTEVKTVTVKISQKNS
SMN2 splice up: SMN2 splice variant enhancement; HEK293 SMN2-luciferase splicing reporter, luminescence, 30-36 h; Potency, µM (doses to about 46.1 µM), inactives show at the highest dose activity change, positive = activation, usual class: activators; 210,000 compounds, 2.8% hits; further: % of control where 0% means no effect; nearly all actives have a fitted effect of over 55% in size
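HEK293 cells carry an SMN2 minigene-luciferase reporter in which exon 7 inclusion puts luciferase in frame. Cells were seeded at 2000 cells/well, attached for 10-12 hours, then exposed to compounds for 30-36 hours at 37C before ONE-Glo luminescence.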
aGlu spleen mod: inhibits or activates alpha-glucosidase in human spleen homogenate. human spleen homogenate, 4-MU-alpha-glucoside fluorescence. P10253. Potency, µM (highest dose often 79.9 µM), inactives show at the top dose activity change, negative = inhibition, most hits filed as inhibitors. 240,000 compounds, 0.006% hits;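 further: 0% = enzyme with vehicle and -100% = no enzyme basal signal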
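Compounds were titrated against alpha-glucosidase in spleen homogenate at pH 5.0, with 1 mM 4-methylumbelliferyl substrate for 40 min at 37 C. Reactions were quenched with pH 10 NaOH/glycine and fluorescence measured.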
JMJD2E inh: blocks human JMJD2E demethylase activity | B2RXH2 | JMJD2E catalytic domain, FDH-coupled NADH fluorescence (FDH is formaldehyde dehydrogenase) | Potency, µM (doses to about 57.1 µM), without a hit: top-dose activity change, negative = inhibition, hits mostly inhibitors | 230,000 compounds, 1.6% hits | AID 2147; active means well fitted inhibition curve with a large enough effect, not every such curve was filed as active; inconclusive means small, poorly fitted or top-dose-only effect, or another doubt; inactive means no such curve, though single readings can be large or run the other way;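 further: 0% = wells with enzyme and -100% = buffer wells without enzyme; nearly all actives have a fitted effect of over 50% in size; many of its hits are not listed in these tables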
Active calls of the source: *; u = inconclusive; x = not tested or not shown; [ ] = dose if it differs, or a comment. Unless noted, the call rests on the fitted dose curve; in most records, active means well fitted curve in the direction sought with a large enough effect; inconclusive means small, poorly fitted or top-dose-only effect, or another doubt; inactive means no such curve, though single readings can be large; an effect the other way counts as inactive or inconclusive. Potency means the concentration at half of the fitted maximal effect. These rows are one share of the data, so the mix of outcomes need not match the whole.

Each structure is followed by: RGS12 GoLoco inh	GAA inh	GLA spleen mod	GAA glycogen	ALDH1A1 inh	SMN2 splice up	aGlu spleen mod	JMJD2E inh
Cc1nc2c(C(=O)NCCC(C)C)c[nH]n2c(=O)c1Cc1ccccc1F
→ -3%	-9%	-6%	-9%	-4%	11%	-4%	u
COc1cc(/C=C(\C#N)C(N)=O)ccc1OCc1c(C)no[n+]1[O-]
→ 11%	-19%	-7%	19%	u	x	2%	-21%
COc1cc(/C=N/Nc2nc(N3CCCCC3)nc(N3CCCCC3)n2)ccc1OC(=O)c1ccco1
→ 8%	0%	7%	-15%	24%	0%	9%	12%
O=C1CCCc2oc3ccc(NS(=O)(=O)c4cccc5cccnc45)cc3c21
→ 0%	-1%	-8%	19%	u	-13%	1%	-1%
O=C1Nc2c(Br)cc(Br)c3cccc1c23
→ 5%	9%	-9%	6%	14%	13%	-14%	-6%
c1cnc(-c2nnc3n2CCCCC3)cn1
→ -10%	-5%	-6%	3%	u	14%	-2%	2%
COc1cccc(NCc2ccc([N+](=O)[O-])s2)c1
→ 1%	-25%	2%	0%	-12%	-23%	-6%	u
O=C(CSc1nnc(-c2ccc(O)cc2)n1Cc1ccco1)N1CCc2ccccc2C1
→ -2%	-13%	10%	2%	-3%	-23%	2%	1%
O=C(NCCCN1CCN(Cc2ccccc2)CC1)C1CCN(S(=O)(=O)N2CCCC2)CC1
→ -4%	5%	7%	2%	-8%	-13%	-8%	1%
CC(C)NC(=O)c1ccc2c(=O)n(Cc3ccco3)c(=S)[nH]c2c1
→ 2%	-5%	-5%	6%	8.9µM*	-4%	-2%	4%
COc1ccc(CNc2cc(-c3cccc(C#N)c3)ncn2)c(OC)c1
→ 19%	x	-28%	x	u	x	-2%	x
COc1cc(OC)c(S(=O)(=O)Nc2ccccc2N2CCOCC2)cc1NC(C)=O
→ 6%	3%	0%	-1%	u	x	2%	8%
CCOC(=O)CSc1nc(=O)n2cccc(C)c2n1
→ 8%	0%	5%	5%	-8%	2%	-1%	u
O=C(COc1ncnc2c(Cl)cc(Cl)cc12)Nc1cc([N+](=O)[O-])ccc1Cl
→ 9%	5%	3%	1%	2%	-24%	5%	8%
N#Cc1c(N2CCN(c3ccc(F)cc3)CC2)nc(N)c2c(N)nc3c(c12)CC(=O)N3C1CC1
→ 28%	5%	1%	u	u	-2%	-13%	-6%
COc1ccc(-n2cnnc2SCC(=O)Nc2ccc(N3CCOCC3)cc2)cc1
→ -2%	4%	-19%	-11%	4%	-19%	-14%	3%
Cc1ccc(Nc2cnn(C34CC5CC(CC(CC(=O)O)(C5)C3)C4)c(=O)c2Cl)cc1
→ -4%	-8%	1%	3%	u	-3%	-2%	-1%
CC12CCC(C(=O)N3CCCCCC3)(OC1=O)C2(C)C (configuration not stated)
→ 6%	u	4%	5%	1%	-10%	3%	0%
CCCCCC(=O)Nc1cccc(C2=NOC3(C2)C[C@H](C(N)=O)N(C(=O)CC#N)C3)c1 (some centres not stated)
→ 11%	x	-3%	7%	x	x	-2%	-29%
CC1=C(C#N)S(=O)(=O)C(C#N)C(c2ccccc2)C1 (configuration not stated)
→ 24%	x	-9%	u	x	x	2%	-5%

The closing 2 records of the part above open the next one.
Each structure is followed by: RGS12 GoLoco inh	GAA inh	GLA spleen mod	GAA glycogen	ALDH1A1 inh	SMN2 splice up	aGlu spleen mod	JMJD2E inh
CCCCCC(=O)Nc1cccc(C2=NOC3(C2)C[C@H](C(N)=O)N(C(=O)CC#N)C3)c1 (some centres not stated)
→ 11%	x	-3%	7%	x	x	-2%	-29%
CC1=C(C#N)S(=O)(=O)C(C#N)C(c2ccccc2)C1 (configuration not stated)
→ 24%	x	-9%	u	x	x	2%	-5%
CCOC(=O)Cc1csc(CC(N)=O)n1
→ -2%	x	7%	1%	x	x	7%	3%
COc1cccc2c(=O)c(C(=O)NCc3cccs3)c[nH]c12
→ 27%	-1%	-9%	-6%	u	u	2%	-2%
O=C(O)c1cccc(-c2nc3ccccc3[nH]2)c1
→ -2%	6%	8%	-5%	u	16µM*	-1%	u
CN(C)S(=O)(=O)c1cccc(-n2sc3ccccc3c2=O)c1
→ 14µM*	5%	4%	24%	0.22µM*	8%	7%	3.5µM*
CCCNC(=O)CCn1nc(-c2ccc(Cl)cc2)c2ccccc2c1=O
→ 4%	x	5%	-1%	x	x	5%	-1%
C/C=C/C=C/C(=O)Nc1cccc(C2=NOC3(C2)C[C@H](C(N)=O)N(C(=O)CC(c2ccccc2)c2ccccc2)C3)c1 (some centres not stated)
→ -3%	x	5%	-3%	x	x	6%	-11%
Cc1cc(/C=C(/C#N)C(=O)Nc2ccccc2)c(C)n1-c1cccnc1
→ 42%[activator]	5%	-1%	-9%	u	1%	0%	4%
CCOc1ccc(C(=O)NCCc2ccccc2)cc1
→ 6%	-10%	-14%	1%	13%	3.5µM*	-16%	-4%
CCOC(=O)c1[nH]c(C)c(C(=O)OCC(=O)N(C)C2CCS(=O)(=O)C2)c1C (configuration not stated)
→ 6%	4%	1%	3%	4%	8%	-6%	2%
CCOc1ccc(NC(=O)c2ccccc2CO)cc1
→ 10%	-9%	-6%	-3%	7%	12%	4%	-13%
Brc1ccc(OCCn2ccnc2)cc1
→ -2%	3%	0%	1%	13%	6%	0%	5%
Cc1[nH][nH]c(=O)c1C(c1ccc(-c2cccc(Cl)c2)o1)c1c(C)[nH][nH]c1=O
→ 8%	x	0%	u	x	x	-3%	u
COc1cc2c(cc1OC)C1(CCCC1)CNC2c1ccc([N+](=O)[O-])cc1 (configuration not stated)
→ 10%	2%	-14%	25%	8%	-20%	2%	-15%
CC1CCc2c(sc(/N=C/c3ccco3)c2C(N)=O)C1 (configuration not stated)
→ 5%	x	2%	-26%	x	x	0%	u
O=C1C(=O)N2C(=C1C(=O)N1CCCCCC1)c1ccccc1CC21CCCC1
→ -8%	4%[15.4 µM]	5%	4%	x	x	-10%	-16%
S=C(NCCCc1cnc[nH]1)NCCCN(Cc1ccc(Cl)c(Cl)c1)c1ccc(Br)cn1
→ 9%	x	0%	x	16%	x	5%	x
O=C1Nc2cc3c(cc2Sc2ccccc21)OCCO3
→ 2%	u	7%	7%	-1%	-38%	3%	2%
O=c1[nH]nc(Cc2ccc(Cl)cc2)c2ccccc12
→ 5%	3%	11%	2%	5%	-5%	0%	1%
Cc1ccccc1-n1c(=O)cc(NCC2CCCO2)[nH]c1=O (configuration not stated)
→ 5%	-11%	u	6%	u	6%	-9%	-4%
NC(=O)C1CCN(C(=O)COc2ccc(S(=O)(=O)NCc3ccccc3)cc2Cl)CC1
→ -2%	-1%	-1%	-2%	5%	20%	-8%	-2%
Cc1c(OC(=O)CNC(=O)OC(C)(C)C)ccc2c3c(c(=O)oc12)CCC3
→ 13%	u	u	x	-2%	7%	u	u
COc1ccc2c(c1OC)C(=O)N(c1ncn[nH]1)C2
→ 8%	-10%	0%	2%	u	u	-8%	u
Cc1ncsc1CCOC(=O)c1ccc(Cl)cc1
→ 17%	8%	1%	-14%	2%	6%	-7%	-15%
COc1cccc(-c2nc(CS(=O)(=O)CC(=O)Nc3cc(C)ccc3C)c(C)o2)c1
→ -8%	-12%	-1%	12%	2%	-9%	-3%	u
CC1=NC(=O)C(N=Nc2cccc(C(=O)O)c2)N1c1ccccc1 (configuration not stated)
→ 20µM*	-8%	3%	-1%	u	0.5µM*	-1%	1%
O=C(/C=C/c1cccc(Cl)c1)Nn1c(-c2cccs2)nc2ccccc2c1=O
→ 4%	-5%	-9%	-1%	-9%	-2%[1.84 µM]	-2%	u
COc1ccc(C(=O)/C=C/c2ccc(OC3CSC3)cc2)cc1OC
→ 12%	-1%	u	-9%	u	-90%[inhibitor]	0%	-3%
O=C(NCC1CCCO1)c1ccccc1-c1nc(-c2ccc(F)cc2)no1 (configuration not stated)
→ 6%	3%	-6%	3%	1%	-42%[inhibitor]	-10%	3%
COc1ccc(C(NC(=O)C2C3C=CC(C3)C2C(=O)O)c2ccccc2)cc1 (configuration not stated)
→ 3%	7%	9%	2%	-9%	x	-2%	0%
NC(=O)CSc1nc2ccc([N+](=O)[O-])cc2[nH]1
→ -5%	0%	-8%	2%	5%	-6%	-5%	0%
CC(C)(C)SCCNC(=O)CN(c1ccccc1)S(=O)(=O)c1ccc(F)cc1
→ -9%	0%	4%	-12%	8%	x	-2%	2%
CC1CCc2c(sc(NC(=O)c3ccc(-c4ccccc4[N+](=O)[O-])o3)c2C#N)C1 (configuration not stated)
→ 15%	-18%	3%	0%	u	-10%	3%	-4%
CC(=O)Nc1ccc(NC(=O)CCSCCc2ccccn2)cc1
→ -4%	1%	4%	-7%	3%	-12%	2%	8%
CCN(CC)CCCNC(=O)c1cc2nc3c(c(C(F)(F)F)n2n1)CCc1ccccc1-3
→ -9%	-5%	-9%	1%	-6%	-21%	-10%	-5%
O=C(CC1c2ccccc2Oc2ccccc21)N1CCN(c2ccccn2)CC1
→ 8%	-10%	-8%	-1%	u	-24%	-13%	u
CCCCC(=O)OCc1nc(N)nc(Nc2ccccc2C)n1
→ -2%	2%	-9%	-5%	1%	10%	u	-9%
CCC[C@H]1C(=O)N2C(N(C)C)=Nc3ccc(C)cc3N2C1=O
→ 6%[21.6 µM]	x	2%[29.1 µM]	x	11%[20.9 µM]	7%[20.6 µM]	-9%[29.1 µM]	-5%[25.5 µM]
O=C1C=C(Nc2ccccc2O)c2ccccc2C1=O
→ 18%	9%	2%	12µM*	-10%	-66%[inhibitor]	u	u
O=C(CCc1nnc(CCc2ccccc2)o1)NC(c1cccnc1)C(F)(F)F (configuration not stated)
→ 6%	x	-1%	0%	x	x	0%	4%
CN(C)CCNc1c2c(nc3nnnn13)CCCC2
→ -7%	u	9%	2%	13%	1%	-3%	4%
CCOC(=O)c1c(COC(=O)c2ccco2)nc2ccccc2[n+]1[O-]
→ 3%	-26%	-4%	2%	9%	-8%	-14%	5%
Cc1ccc(N2C(=O)C3ON(c4ccccc4)C(CC(C)C)C3C2=O)cc1 (configuration not stated)
→ 5%	x	-4%	-1%	x	x	0%	2%
COc1ccccc1-c1c(C)oc2c(CN3CCN(C)CC3)c(O)ccc2c1=O
→ 8%	3%	9%	5%	u	8%	6%	u
